INS promoter inh – TRM-6 insulin promoter activity inhibition; TRM-6 cells (human fetal islet line), insulin promoter-eGFP reporter, imaging; reporter expression induced with tamoxifen; inhibition, % at 2 µM; hit rate 0.9% among 130,000;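 active means inhibition above the mean plus 3 SD, with well images judged a real hit on visual review, cut at about 60% in these data, passing the limit was not always enough; inconclusive means inhibition over the cutoff but images rejected on review; inactive means inhibition not above the cutoff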
sdo1 growth – compounds rescuing growth of sdo1-depleted yeast, bone marrow failure model; z-score at 10 µM; hit rate 0.21% among 140,000; S. cerevisiae sdo1-depleted JHY4D growth rescue, OD600 30 h; active compounds read high; pdr5 snq2 efflux-pump mutant strain;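 active means z-score above 3 at both the 24 hr and the 30 hr optical density reads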;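 further: z-score against mean and SD of all compound wells on the same plate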
sdo1 growth Rescue 24 h – also measured in sdo1 growth; calls as there; z-score; S. cerevisiae sdo1-depleted JHY4D growth rescue, OD600; measured here: growth rescue at 24 h;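 0 is the plate mean of compound wells and units are plate SD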
Numbers without * were called inactive; [ ] = remark or other dose.

The first eight compounds, to show the layout:
What do the screens show for `COCCN(CCOC)c1ncnc2c1cnn2-c1ccc(Cl)cc1`?
INS promoter inh: -109.1; sdo1 growth: -0.05; sdo1 growth Rescue 24 h: -0.47

Results for COc1cc(/C=C/C(=O)OCC(=O)NCCN2C(=O)CSC2=O)ccc1OC(F)F ?
INS promoter inh: 21.4

How did O=C(CCCSc1nc2ccccc2[nH]1)NCc1ccccc1Cl do in these assays?
INS promoter inh: -26.5; sdo1 growth: 0.41; sdo1 growth Rescue 24 h: -0.06

How did Cc1ccc(-c2ccc(C(=O)O)[nH]2)cc1 do in these assays?
INS promoter inh: 21.4; sdo1 growth: -0.57; sdo1 growth Rescue 24 h: -0.6

What do the screens show for `O=C(NCCc1csc(-c2cccnc2)n1)c1ccc(Br)o1`?
INS promoter inh: 30.0; sdo1 growth: 0.41; sdo1 growth Rescue 24 h: 0.66

Results for C=CCN(CC=C)CCOc1cccc2ccccc12 ?
INS promoter inh: -50.0; sdo1 growth: -0.34; sdo1 growth Rescue 24 h: -0.58

How did CCn1c(C)nc2cc(C(=O)NNS(=O)(=O)c3ccc(C)cc3C)ccc21 do in these assays?
INS promoter inh: -32.1; sdo1 growth: 1.36; sdo1 growth Rescue 24 h: 2

Results for CCOc1ccccc1C(=O)Nc1cc(OC)ccc1OC ?
sdo1 growth: -1.22; sdo1 growth Rescue 24 h: -0.44

Main list (from the top)
What do the screens show for `COCCN(CCOC)c1ncnc2c1cnn2-c1ccc(Cl)cc1`?
INS promoter inh: -109.1; sdo1 growth: -0.05; sdo1 growth Rescue 24 h: -0.47

Results for COc1cc(/C=C/C(=O)OCC(=O)NCCN2C(=O)CSC2=O)ccc1OC(F)F ?
INS promoter inh: 21.4

How did O=C(CCCSc1nc2ccccc2[nH]1)NCc1ccccc1Cl do in these assays?
INS promoter inh: -26.5; sdo1 growth: 0.41; sdo1 growth Rescue 24 h: -0.06

How did Cc1ccc(-c2ccc(C(=O)O)[nH]2)cc1 do in these assays?
INS promoter inh: 21.4; sdo1 growth: -0.57; sdo1 growth Rescue 24 h: -0.6

What do the screens show for `O=C(NCCc1csc(-c2cccnc2)n1)c1ccc(Br)o1`?
INS promoter inh: 30.0; sdo1 growth: 0.41; sdo1 growth Rescue 24 h: 0.66

Results for C=CCN(CC=C)CCOc1cccc2ccccc12 ?
INS promoter inh: -50.0; sdo1 growth: -0.34; sdo1 growth Rescue 24 h: -0.58

How did CCn1c(C)nc2cc(C(=O)NNS(=O)(=O)c3ccc(C)cc3C)ccc21 do in these assays?
INS promoter inh: -32.1; sdo1 growth: 1.36; sdo1 growth Rescue 24 h: 2

Results for CCOc1ccccc1C(=O)Nc1cc(OC)ccc1OC ?
sdo1 growth: -1.22; sdo1 growth Rescue 24 h: -0.44

Results for CCOc1ccc(CC(=O)Nc2c(C(N)=O)oc3ccc(Br)cc23)cc1OCC ?
sdo1 growth: -1.48; sdo1 growth Rescue 24 h: -0.7

What do the screens show for `O=C1c2ccccc2C(Nc2ccccc2)N1c1ccc(Cl)cn1` (stereo unspecified)?
sdo1 growth: -2.01; sdo1 growth Rescue 24 h: -2.05

Results for Cc1sc(NC(=S)NC(=O)C2CCCCC2)c(C(N)=O)c1C ?
INS promoter inh: 10.7; sdo1 growth: -0.22; sdo1 growth Rescue 24 h: 0.16

How did Cc1ccc(NC(=O)C(OC(=O)c2ccccc2Cl)c2ccccc2)cc1Cl (stereo unspecified) do in these assays?
sdo1 growth: -0.56; sdo1 growth Rescue 24 h: -0.66

What do the screens show for `O=[N+]([O-])c1ccccc1/C=N/NC1=NS(=O)(=O)c2ccccc21`?
INS promoter inh: 45.5

How did COC(=O)c1ccccc1NC(=S)N(Cc1ccc2c(c1)OCO2)Cc1cc2cc(OC)ccc2[nH]c1=O do in these assays?
sdo1 growth: 1.28; sdo1 growth Rescue 24 h: 0.96

Results for COCCCNC(=O)C(=O)N/N=C/c1ccc(OCC(=O)Nc2cccc(Cl)c2C)c(OC)c1 ?
sdo1 growth: 0.4; sdo1 growth Rescue 24 h: 0.15

What do the screens show for `COc1ccc(C(=O)CSc2nnc(-c3cc4ccccc4cc3O)n2Cc2ccco2)cc1`?
sdo1 growth: -1.66; sdo1 growth Rescue 24 h: -1.67

Results for CCS(=O)(=O)CCSc1nc(C)cc(C)n1 ?
sdo1 growth: 0.17; sdo1 growth Rescue 24 h: -0.25

Results for COc1cc(CN2C(=S)NC(C)(C)CC2(C)O)cc(OC)c1 (stereo unspecified) ?
INS promoter inh: -7.7; sdo1 growth: 0.7; sdo1 growth Rescue 24 h: 0.18

What do the screens show for `Cc1ccc([N+](=O)[O-])cc1NC(=O)CN1CCCCC1`?
INS promoter inh: 16.7; sdo1 growth: 0.54; sdo1 growth Rescue 24 h: 0.28

What do the screens show for `O=C(Nc1ccc(Cl)cc1)N1CCC(CO)(Cc2ccccc2)CC1`?
INS promoter inh: 7.1

How did CC(C)[C@H](NC(=O)OCc1ccccc1)C(=O)OCC(=O)Nc1c(F)cccc1F do in these assays?
sdo1 growth: 0.78; sdo1 growth Rescue 24 h: 0.54

Results for COc1ccccc1-c1nnc2n1N=C(C)CS2 ?
INS promoter inh: 25.0; sdo1 growth: -0.37; sdo1 growth Rescue 24 h: -1.21

What do the screens show for `COc1cc(S(=O)(=O)N(Cc2ccc(C)cc2)Cc2ccco2)ccc1-n1cnnn1`?
INS promoter inh: -6.2; sdo1 growth: -1.2; sdo1 growth Rescue 24 h: -0.4

What do the screens show for `Cc1ccc(C(=O)NCC(=O)OCC(=O)Nc2ccc(Cl)cc2C(F)(F)F)cc1C`?
INS promoter inh: 4.8; sdo1 growth: -0.32; sdo1 growth Rescue 24 h: -0.73

Results for Cn1nnnc1SCCNCc1ccc(Cl)cc1 ?
INS promoter inh: -27.8; sdo1 growth: 0.93; sdo1 growth Rescue 24 h: 0.93

What do the screens show for `CCCc1nnc(NC(=O)CCN2C(=O)c3ccccc3C2=O)s1`?
INS promoter inh: 22.7; sdo1 growth: 0.63; sdo1 growth Rescue 24 h: 0.24

What do the screens show for `CCOC(=O)c1ccc(NC(=S)NN)cc1`?
INS promoter inh: 0.0

What do the screens show for `CC1(C)CC2c3cccc(C(=O)O)c3C(=O)N2c2c1ccc1ccccc21` (stereo unspecified)?
INS promoter inh: 28.6; sdo1 growth: -0.52; sdo1 growth Rescue 24 h: -1.09

What do the screens show for `CC12CC(NC(=O)N1c1cccc(C(=O)N3CCN(c4ccccc4F)CC3)c1)c1ccccc1O2` (stereo unspecified)?
INS promoter inh: -4.3; sdo1 growth: -0.88; sdo1 growth Rescue 24 h: -1.33

How did Cc1cc(NC(=O)c2ccc3c(c2)OCO3)no1 do in these assays?
INS promoter inh: 84.8*; sdo1 growth: -0.32; sdo1 growth Rescue 24 h: -1.61

What do the screens show for `CCC1(C)Cc2c(sc(NC(=S)NC(=O)c3ccccc3)c2C#N)CO1` (stereo unspecified)?
INS promoter inh: -62.5; sdo1 growth: 0.65; sdo1 growth Rescue 24 h: 0.5

How did O=C(CCS(=O)(=O)c1ccc(Br)s1)NC1CCCC1 do in these assays?
INS promoter inh: 3.9; sdo1 growth: 0.54; sdo1 growth Rescue 24 h: 1.3

How did Cc1ccc(-c2nnc(N3CC(C)OC(C)C3)c3ccccc23)cc1 (stereo unspecified) do in these assays?
INS promoter inh: -33.3

What do the screens show for `O=C(NCc1ccco1)C1CCC(N2C(=O)C3C4CCC(C4)C3C2=O)CC1` (stereo unspecified)?
INS promoter inh: -5.0

How did Cc1ccc(S(=O)(=O)NN2C(=O)c3ccccc3NC2c2ccccc2)cc1 (stereo unspecified) do in these assays?
INS promoter inh: -27.8

Results for Cc1cccc(C)c1Nc1nnc(SCC(=O)NC2CCS(=O)(=O)C2)s1 (stereo unspecified) ?
INS promoter inh: -10.0; sdo1 growth: -0.1; sdo1 growth Rescue 24 h: -0.53

How did Cc1ccsc1C1C2=C(CC(C)(C)CC2=O)Nc2ncnn21 (stereo unspecified) do in these assays?
sdo1 growth: 0.38; sdo1 growth Rescue 24 h: 0.59

Results for Cc1sc(/N=C/c2ccccc2O)c(C#N)c1C ?
INS promoter inh: 62.5; sdo1 growth: 1.13; sdo1 growth Rescue 24 h: 0.73

What do the screens show for `CCN1C(=C(C#N)C#N)C=Cc2ccccc21`?
INS promoter inh: 11.1

What do the screens show for `CCCCn1c(-c2ccccc2)cnc1SCC(=O)NCCc1ccc(OC)c(OC)c1`?
sdo1 growth: -0.33; sdo1 growth Rescue 24 h: 0.36

How did CCc1nc(N(CC)CC)c2oc3ccccc3c2n1 do in these assays?
INS promoter inh: inconclusive; sdo1 growth: -1.96[14.6 µM]; sdo1 growth Rescue 24 h: -1.45

Results for COC(CN(C(=O)CCl)C(C(=O)NC1CCCCC1)c1ccc(C)cc1)OC (stereo unspecified) ?
INS promoter inh: -6.7; sdo1 growth: -0.62; sdo1 growth Rescue 24 h: 0.09

What do the screens show for `CC1=NN(C(=O)COc2ccccc2)C(O)(c2ccccc2)C1` (stereo unspecified)?
sdo1 growth: 0.39; sdo1 growth Rescue 24 h: -0.13

What do the screens show for `COc1ccc(CCN(C(=O)C(F)(F)F)C(C(=O)NC2CCCCC2)c2ccc(C)s2)cc1OC` (stereo unspecified)?
INS promoter inh: 28.1; sdo1 growth: -0.14; sdo1 growth Rescue 24 h: 0.81

What do the screens show for `Cn1c(SCc2ccc(Cl)cc2Cl)nc(C(F)(F)F)cc1=O`?
sdo1 growth: -0.57; sdo1 growth Rescue 24 h: -0.92

What do the screens show for `CCOC(=O)C1CCN(Cc2ccc(O)c3ncccc23)CC1`?
sdo1 growth: 0.12; sdo1 growth Rescue 24 h: -0.4

Results for CCCc1nc2c(C)cc(C)cc2c(N)c1CC ?
INS promoter inh: 51.9; sdo1 growth: 0.77; sdo1 growth Rescue 24 h: -0.34

Results for C=C(C)C1CC=C(C)/C(=N/Nc2ccccc2[N+](=O)[O-])C1 (stereo unspecified) ?
INS promoter inh: 17.9; sdo1 growth: -0.29; sdo1 growth Rescue 24 h: -1.13

What do the screens show for `CN1C(=O)CC(N2CCN(CC(=O)N3CCCC3)CC2)C1=O` (stereo unspecified)?
INS promoter inh: -73.1; sdo1 growth: 0.04; sdo1 growth Rescue 24 h: -0.57

Results for N#CC1=C(N)C2=CCCC[C@H]2[C@H](c2cccc(F)c2)C1(C#N)C#N ?
sdo1 growth: -1.41; sdo1 growth Rescue 24 h: -1.71

How did Cc1cc(/C=N/NC(=O)c2ccsc2)c(C)n1-c1cnccn1 do in these assays?
INS promoter inh: 0.0

Results for COc1ccc(OC)c(NC(=O)C23CCC(C)(C(=O)O2)C3(C)C)c1 (stereo unspecified) ?
INS promoter inh: -26.7; sdo1 growth: -0.11; sdo1 growth Rescue 24 h: 0.48

How did Cc1ccc(NC(=S)N(Cc2ccco2)C2CCN(C(C)C)CC2)cc1 do in these assays?
INS promoter inh: 19.4; sdo1 growth: 0.39; sdo1 growth Rescue 24 h: 0.53

What do the screens show for `Cn1ncc2c(Nc3cccc4ccccc34)ncnc21`?
INS promoter inh: 39.3; sdo1 growth: -1; sdo1 growth Rescue 24 h: -1.09

Results for COc1cc(C)c(S(=O)(=O)n2ccc(C)n2)cc1C ?
INS promoter inh: 27.0; sdo1 growth: -0.39; sdo1 growth Rescue 24 h: -0.48

Results for CC(=O)N(Cc1ccccc1C)c1cccc(C)c1C ?
INS promoter inh: -41.2

How did CCNC(=S)NCc1ccc2c(c1)OCO2 do in these assays?
sdo1 growth: 0.94; sdo1 growth Rescue 24 h: 0.12

What do the screens show for `CCN(CC)C(=O)COn1c(SCC(=O)N(CC)CC)nc2ccccc2c1=O`?
INS promoter inh: 37.5; sdo1 growth: -0.24; sdo1 growth Rescue 24 h: -0.67

How did CCOc1ccc(C)cc1S(=O)(=O)n1ccc(C)n1 do in these assays?
INS promoter inh: 6.2; sdo1 growth: -0.48; sdo1 growth Rescue 24 h: -0.24

How did CC(C)(C)c1ccc(C(=O)NC(=S)NNC(=O)c2cccs2)cc1 do in these assays?
INS promoter inh: -100.0; sdo1 growth: -1.42; sdo1 growth Rescue 24 h: -1.13

What do the screens show for `Cc1cc(C)c(NC(=O)CSc2nnc(SCC(=O)Nc3c(C)cc(C)cc3C)n2N)c(C)c1`?
INS promoter inh: 1.4; sdo1 growth: 4.97; sdo1 growth Rescue 24 h: 2.94

Results for O=C1C2C3C=CC(C3)C2C(=O)N1/N=C/c1cn(Cc2ccc(F)cc2)c2ccccc12 (stereo unspecified) ?
INS promoter inh: 8.3; sdo1 growth: 0.21; sdo1 growth Rescue 24 h: 0.86

How did CSc1nnc(-c2cccs2)n1-c1ccccc1 do in these assays?
INS promoter inh: 7.7; sdo1 growth: -1.32; sdo1 growth Rescue 24 h: -0.55

What do the screens show for `Cc1cc(C)cc(NCCC#N)c1`?
sdo1 growth: 1.55; sdo1 growth Rescue 24 h: 2.05

What do the screens show for `Cc1sc(NC(=O)C2C3C=CC(C3)C2C(=O)O)c(C(N)=O)c1-c1ccc(C(C)C)cc1` (stereo unspecified)?
INS promoter inh: 22.6; sdo1 growth: 0.36; sdo1 growth Rescue 24 h: -0.02

Results for C/C(CS(=O)(=O)c1ccc(Cl)cc1)=N/NC(N)=S ?
INS promoter inh: -14.3

Results for Brc1cccc(-c2cnc3n2CCCCC3)c1 ?
INS promoter inh: -17.2; sdo1 growth: -0.26; sdo1 growth Rescue 24 h: -0.99

What do the screens show for `CC(=O)c1ccc(N2CCN(C(=S)Nc3cccc(F)c3)CC2)cc1`?
INS promoter inh: -138.5; sdo1 growth: 0.45; sdo1 growth Rescue 24 h: 0.55

What do the screens show for `CCOc1ccccc1NC(=O)C(Sc1nnc2ccccn12)c1ccccc1` (stereo unspecified)?
sdo1 growth: -0.05; sdo1 growth Rescue 24 h: -0.37

The list is partial. The share of hits here may be higher or lower than overall.
